# Nrf2 inh: Nrf2 pathway inhibition. A549 ARE-Fluc reporter, luciferase luminescence, 18-24 h. Potency, µM (highest dose often 46 µM), for the others: at the top dose activity change, negative = inhibition, most hits filed as inhibitors. 2.1% of 360,000 active; further: potency means the concentration at half of the fitted maximal effect; on the % scale 0 is the no-effect control and ±100 the full control effect; nearly all actives have a fitted effect of over 60% in size
#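 Nrf2 function is reported as luminescence of an ARE-controlled luciferase in A549 cells. Compounds were tested at several concentrations, and a CellTiter-Fluor read on the same wells flagged cytotoxicity.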
# Nrf2 ARE act: activates Nrf2 signaling; Potency, µM (titrated, usually from 46.1 µM), without a hit: top-dose activation, hits mostly activators; 0.31% of 410,000 active; AID 624171; AREc32 ARE-luciferase reporter (MCF7-derived line), luminescence, 24 h; further: potency means the concentration at half of the fitted maximal effect; % of control where 0% means no effect; nearly all actives have a fitted effect of over 65% in size
#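 ARE-driven firefly luciferase activity in AREc32 cells measured after a 24 hr compound exposure at 37 deg C, using Steady-Glo reagent and a 30 min room-temperature hold.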
# EPAC2 agonist: EPAC2 (human) agonism; Q8WZA2; EPAC2 activation, biochemical qHTS; response scale: 100% = 6.5 mM cAMP response; Potency, µM (series often up to 154 µM), inactives show at the highest dose activation, usual class: activators; 0.079% of 360,000 active; AID 720711; further: potency means the concentration at half of the fitted maximal effect; nearly all actives have a fitted effect of over 50% in size
# Target sequence (Q8WZA2 whole entry, looked up): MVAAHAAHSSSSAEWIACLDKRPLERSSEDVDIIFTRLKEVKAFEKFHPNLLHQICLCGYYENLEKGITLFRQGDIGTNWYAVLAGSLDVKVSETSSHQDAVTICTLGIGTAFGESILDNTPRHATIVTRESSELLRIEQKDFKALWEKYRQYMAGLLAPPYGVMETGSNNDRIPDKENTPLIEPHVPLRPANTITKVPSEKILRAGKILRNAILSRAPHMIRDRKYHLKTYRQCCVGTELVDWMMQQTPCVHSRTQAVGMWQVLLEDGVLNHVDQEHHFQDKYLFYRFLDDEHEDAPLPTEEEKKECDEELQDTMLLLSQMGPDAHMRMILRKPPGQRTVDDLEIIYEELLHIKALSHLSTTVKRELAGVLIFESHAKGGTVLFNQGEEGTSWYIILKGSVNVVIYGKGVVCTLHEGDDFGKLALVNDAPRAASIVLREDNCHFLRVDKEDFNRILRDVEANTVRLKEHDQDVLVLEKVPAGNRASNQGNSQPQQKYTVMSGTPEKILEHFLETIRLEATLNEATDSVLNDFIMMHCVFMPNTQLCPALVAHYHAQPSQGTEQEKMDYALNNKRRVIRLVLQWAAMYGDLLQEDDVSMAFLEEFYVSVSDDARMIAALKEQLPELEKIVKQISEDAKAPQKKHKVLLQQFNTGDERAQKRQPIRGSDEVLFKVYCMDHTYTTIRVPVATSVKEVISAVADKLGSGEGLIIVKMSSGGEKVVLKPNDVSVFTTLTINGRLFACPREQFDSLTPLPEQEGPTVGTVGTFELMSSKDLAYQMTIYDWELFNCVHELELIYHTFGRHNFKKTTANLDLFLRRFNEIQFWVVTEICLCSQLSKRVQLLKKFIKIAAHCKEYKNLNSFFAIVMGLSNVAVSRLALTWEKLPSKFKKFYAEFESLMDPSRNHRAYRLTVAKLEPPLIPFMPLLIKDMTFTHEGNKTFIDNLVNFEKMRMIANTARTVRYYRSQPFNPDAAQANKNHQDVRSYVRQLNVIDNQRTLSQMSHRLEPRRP
#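 In this primary screen, activation is scored as increased exchange of BODIPY-GDP from Rap1B by 100 nM EPAC2, with 50 uM GDP as competitor. Signal is normalized to the 6.5 mM cAMP agonist control.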
# A549 viability: kills or reduces viability of A549 cells in Nrf2 counter-screen; A549 ARE-Fluc cells, CellTiter-Fluor viability, 18-24 h; Potency, µM (doses to about 46 µM), for the others: top-dose activity change, negative = cytotoxicity, actives largely listed as inhibitors; 0.16% of 390,000 active; further: potency means the concentration at half of the fitted maximal effect; on the % scale 0 is the no-effect control and ±100 the full control effect
#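 A549 ARE-Fluc cells in 5% FBS OPTI-MEM, 5000 cells/well, rested 2 h then exposed to compounds in concentration-response for 18-24 h at 37 °C. Viability by CellTiter-Fluor fluorescence (Ex 405/Em 525) after 30 min; luciferase luminescence (BugLite, 15 min, RT) read afterwards.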
# TGFb SMAD3 inh: TGF-b pathway inhibition; 1.2% of 410,000 active; AID 588855; HepG2 CAGA-GFP TGF-b/SMAD3 reporter, GFP fluorescence, 18 h; TGF-beta stimulated, 500 pg/mL final; Potency, µM (doses to about 46.1 µM), for inactives: top-dose activity, negative = inhibition, hits mostly inhibitors; further: potency means the concentration at half of the fitted maximal effect; on the % scale 0 is the no-effect control and ±100 the full control effect; nearly all actives have a fitted effect of over 65% in size
#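 TGF-beta reporter screen: HEPG2 CAGA-GFP, 1% FBS, 500 pg/mL TGF-beta final, 18 h; per-cell GFP summed per well; curves fitted and categorized by class.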
# CCT chaperon mod: modulators of cytosolic chaperonin (CCT/TRiC) activity | purified chaperonin ATPase assay, HTRF ADP detection, 30 min | activity change, % (test concentration not listed), hits read low | 0.3% of 360,000 active; in the data active means activity change below about -30%; further: on the % scale 0 is the no-effect control and ±100 the full control effect
#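 TRiC at 40 or 20 nM final (batch-dependent) in 30 mM Tris pH 7.4, 100 mM KCl, 5 mM MgCl2, 1 mM DTT, with compound at single 76 uM and 10 uM ATP, 30 min at 37 deg C. ADP detected by HTRF Transcreener, 665/615 ratio.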
# Mm-Cpn inhibitor: blocks the Methanococcus maripaludis chaperonin Mm-Cpn | Potency, µM (series often up to 76.9 µM), for inactives: top-dose activity, negative = inhibition, actives largely listed as inhibitors | purified Mm-Cpn ATPase, ADP Transcreener TR-FRET | AID 504842 | 0.031% of 330,000 active; further: potency means the concentration at half of the fitted maximal effect; on the % scale 0 is the no-effect control and ±100 the full control effect; nearly all actives have a fitted effect of over 80% in size
#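 Reaction buffer contained 30 mM Tris pH 7.4, 100 mM KCl, 5 mM MgCl2 and 1 mM DTT. Mm-CPN (25 nM final) hydrolysed 10 uM ATP over 30 min at 37°C; ADP was read by HTRF.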
# EPAC2 antagonist: EPAC2 (human) antagonism. Q8WZA2. EPAC2 GEF exchange of Rap1B-BODIPY-GDP, fluorescence. Potency, µM (top dose mostly 114 µM), for the others: at the top dose activity, negative = inhibition, most hits filed as inhibitors. 0.18% of 360,000 active. AID 720708; further: potency means the concentration at half of the fitted maximal effect; on the % scale 0 is the no-effect control and ±100 the full control effect; nearly all actives have a fitted effect of over 45% in size; many of its hits are not listed in these tables
# Akt phos inh: inhibitors of Akt phosphorylation | Neuro2A IGF-stimulated pAkt S473 HTRF, 20 min; active compounds read low | activity change, % for hits at 50 µM | 0.32% of 360,000 active | AID 651550; in the data active means activity change below about -80%; inconclusive means mostly about -51% to -80%; further: on the % scale 0 is the no-effect control and ±100 the full control effect
#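 Neuro2A cells (4,500/well, DMEM with 0.5% FBS) were treated with compound at a single 50 µM final concentration, stimulated with 6 nM IGF for 20 min at 37 °C, and lysed. Phospho-Akt Ser473 was read by HTRF as 665/615 ratio ×10^4.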
# An asterisk follows results filed as active; i = inactive; ? = inconclusive; · = not tested or not shown; [ ] = another dose, or the depositor's remark. Unless noted, the call rests on the fitted dose curve; in most records, active means well fitted curve in the direction sought with a large enough effect; inconclusive means small, poorly fitted or top-dose-only effect, or another doubt; inactive means no such curve, though single readings can be large; an effect the other way counts as inactive or inconclusive.
# Order of values: Nrf2 inh	Nrf2 ARE act	EPAC2 agonist	A549 viability	TGFb SMAD3 inh	CCT chaperon mod	Mm-Cpn inhibitor	EPAC2 antagonist	Akt phos inh
1: COc1ccccc1N1C(=O)c2ccc(C(=O)Nc3cccc(C(C)=O)c3)cc2C1=O
    3%	-0.3%	8%	-4%	-2%	0.7	-6%	-9%	i
2: CCCOc1ccccc1OCC(=O)Nc1ccc(S(=O)(=O)N2CCCCC2)cc1
    ?	5.3%	-2%	-12%	-9%	-0.3	1%	-6%	i
3: COc1ccc(N(Cc2ccccc2)S(=O)(=O)c2cccc(C(=O)O)c2)cc1
    2%	-0.3%	-2%	0%	-6%	0.1	-2%	-15%	i
4: O=C(/C=C/Nc1ccccc1)c1cnc(-c2ccccc2)s1
    ·	0.0%	3%	-1%	1%	-1.8	0%	3%	i
5: COc1ccc(NC(=O)[C@@H]2CCCN2C(=O)[C@@H]2Cc3ccccc3CN2C(=O)OC(C)(C)C)cc1
    14%	0.1%	-6%	-1%	?	-0.9	-3%	-9%	i
6: COc1ccc(NC(=O)C2CC(c3cccc(Br)c3)=NO2)cc1OC (stereo not drawn)
    -21%	-0.1%	3%	-2%	0%	-3.2	-1%	10%	i
7: O=c1c(Cl)c(NCCO)cnn1-c1cccc(Cl)c1
    15%	2.0%[9.22 µM]	7%	7%	-5%	0.1	-6%	13%	i
8: CCCS(=O)(=O)N1CCCC(C(=O)Oc2ccc(C)c(C)c2)C1 (stereo not drawn)
    -3%	0.3%	9%	1%	-2%	1.0	-1%	-2%	i
9: Cc1ccc(NC(=O)CN2CCCCCC2)cc1[N+](=O)[O-]
    ?	3.6%	3%	-2%	16%	-2.8	0%	4%	i
10: CCOC(=O)N1CCN(S(=O)(=O)c2ccc(C(=O)Nc3sc4c(c3C(=O)OC)CCN(C)C4)cc2)CC1
    ?	6.6%	20%	-22%	0%	-11	-1%	-2%	i
11: CCOC(=O)c1ccc(NC(=O)N2CCOCC2)cc1
    ?	2.4%	2%	-4%	-6%	-1.0	-1%	-1%	i
12: CC1CCN(C(c2ccc(N(C)C)cc2)c2nnnn2Cc2ccccc2)CC1 (stereo not drawn)
    -7%	-0.3%	11%	-10%	11%	-0.7	0%	-8%	i
13: CN(Cc1c(F)cccc1Cl)C(=O)c1cc2ccccc2o1
    12%	4.8%	8%	16%	-13%	-3.1	2%	?	i
14: COCCCNc1nc2nonc2nc1N1CCN(Cc2cccc(C)c2)CC1
    -8%	3.9%	8%	1%	-21%	-2.1	-4%	-6%	i
15: Cc1cc(-c2ccccc2)nc(=O)[nH]1
    -14%	-0.1%	6%	-5%	-4%	-0.5	-1%	5%	i
16: CC(C)N(C)c1ncnc2c1ncn2[C@H]1CN(Cc2cccnc2)C[C@@H](CO)O1
    ·	-1.4%	1%	·	37%[activator]	0.3	·	7%	i
17: Cc1ccc(-c2csc(NC(=O)CSC3=NCCS3)n2)cc1
    ?	3.5%	26%	-3%	?	-0.2	-6%	0%	·
18: CC(C)CC(=O)NC(=S)Nc1ccc(N2CCOCC2)c(Cl)c1
    ?	4.2%	10%	2%	-18%	-0.4	0%	-12%	i
19: CCN(CC)S(=O)(=O)c1cccc(C(=O)Oc2cccnc2)c1
    0%	-0.4%	21%	-1%	5%	1.1	-1%	-9%	i
20: O=C(NC1CCCC1)C(c1ccccc1)N(Cc1ccccc1)C(=O)c1csnn1 (stereo not drawn)
    -10%	2.3%	8%	0%	0%	-0.1	0%	-9%	i
21: CCOC(=O)N1CCC(Nc2c(N3CCN(c4cc(Cl)ccc4C)CC3)c(=O)c2=O)CC1
    -19%	-0.4%	-5%	1%	?	-0.1	-1%	-17%	i
22: COc1ccc(OC)c(CCNC(=O)c2cnn(-c3ccccc3Cl)c2C2CCN(C(=O)OC(C)(C)C)CC2)c1
    ?	-1.0%	·	?	10µM*	·	·	·	·
23: CSc1ncnc2c1ncn2CCCN(C)Cc1ccco1
    ·	4.1%	5%	·	-13%	1.1	·	6%	i
24: CCOC(=O)C1C(c2ccc(C(=O)O)cc2)NC(=O)NC1(O)C(F)(F)F (stereo not drawn)
    5%	-0.6%	9%	0%	-6%	1.8	-16%	3%	i
25: O=C(CNCC1CCCO1)N1CCCCCC1 (stereo not drawn)
    14%	-0.1%	2%	2%	8%	0.4	2%	14%	i
26: CCCCN(CCCNC(=O)Cn1ncc2ccsc2c1=O)Cc1ccccc1
    13%	-0.7%	4%	4%	8%	-2.5	0%	-5%	i
27: COC(=O)c1ccc2c(=O)n(Cc3ccco3)c(SCC(=O)Nc3cc(C)on3)nc2c1
    ?	-0.5%	0%	-20%	-1%	-3.7	-5%	-1%	i
28: CCOCCCNC(=O)C(NC(=O)Cc1cccs1)c1ccc(Cl)cc1 (stereo not drawn)
    8%	-0.1%	0%	1%	6%	-3.4	-3%	8%	i
29: CCc1cccc(NC2c3ccccc3C(=O)N2c2cccnc2)c1 (stereo not drawn)
    -2%	0.5%	7%	5%	-5%	-2.5	2%	-5%	i
30: Cc1ccc(-c2cc(C(=O)N3CCOCC3)c3cc(C)ccc3n2)cc1
    3%	-0.2%	12%	0%	?	1.1	1%	-13%	i
31: CCOC(=S)SCc1cn2ccc(C)cc2n1
    1%	28%	0%	7%	?	0.8	-1%	-3%	i
32: CCC(=O)c1ccc(OCC(=O)N(CC)CC(=O)Nc2ccccc2OC)cc1
    15%	0.0%	3%	-4%	-29%	-3.3	1%	-6%	i
33: O=C(NNC(=O)c1ccc(-c2ccccc2)cc1)c1ccccc1
    ?	2.6%	2%	-1%	-9%	-1.2	-2%	7%	i
34: COCCn1nnnc1CN1CCC(Cc2ccccc2)CC1
    -6%	-0.2%	11%	2%	-19%	-2.0	0%	-3%	i
35: COc1ccc(NC(=O)CN(C)S(=O)(=O)c2cccs2)cc1
    ·	2.7%	5%	-8%	-2%	-0.9	1%	-7%	i
36: COc1ccc(NC(=O)c2ccccn2)cc1OC
    27%	4.9%	5%	-3%	24%	1.2	0%	1%[57.1 µM]	i
37: Cc1ccc(S(=O)(=O)N2C[C@H]3C(=O)C[C@@H](c4ccc(Cl)cc4)N(S(=O)(=O)c4ccccc4C)[C@H]3C[C@H]2c2ccc(Cl)cc2)cc1
    ·	0.4%	15%	·	2%	-1.4	·	3%	i
38: CCOc1ccc(-c2cc(C(=O)Nc3ccc4c(c3)OCCO4)c3ccccc3n2)cc1
    13%	5.6%	-1%[15.6 µM]	-8%	?	-0.6	1%	12%	·

# One compound at a time (already shown).
# Shown for O=C(CNCC1CCCO1)N1CCCCCC1 (stereo not drawn) : Nrf2 inh: 14%; Nrf2 ARE act: -0.1%; EPAC2 agonist: 2%; A549 viability: 2%; TGFb SMAD3 inh: 8%; CCT chaperon mod: 0.4; Mm-Cpn inhibitor: 2%; EPAC2 antagonist: 14%; Akt phos inh: i
# Shown for COC(=O)c1ccc2c(=O)n(Cc3ccco3)c(SCC(=O)Nc3cc(C)on3)nc2c1 : Nrf2 inh: ?; Nrf2 ARE act: -0.5%; EPAC2 agonist: 0%; A549 viability: -20%; TGFb SMAD3 inh: -1%; CCT chaperon mod: -3.7; Mm-Cpn inhibitor: -5%; EPAC2 antagonist: -1%; Akt phos inh: i

# Eleven entries from above, in transposed form:
[21] CCOC(=O)N1CCC(Nc2c(N3CCN(c4cc(Cl)ccc4C)CC3)c(=O)c2=O)CC1
[22] COc1ccc(OC)c(CCNC(=O)c2cnn(-c3ccccc3Cl)c2C2CCN(C(=O)OC(C)(C)C)CC2)c1
[23] CSc1ncnc2c1ncn2CCCN(C)Cc1ccco1
[24] CCOC(=O)C1C(c2ccc(C(=O)O)cc2)NC(=O)NC1(O)C(F)(F)F (stereo not drawn)
[25] O=C(CNCC1CCCO1)N1CCCCCC1 (stereo not drawn)
[26] CCCCN(CCCNC(=O)Cn1ncc2ccsc2c1=O)Cc1ccccc1
[27] COC(=O)c1ccc2c(=O)n(Cc3ccco3)c(SCC(=O)Nc3cc(C)on3)nc2c1
[28] CCOCCCNC(=O)C(NC(=O)Cc1cccs1)c1ccc(Cl)cc1 (stereo not drawn)

assay / entry | 21 | 22 | 23 | 24 | 25 | 26 | 27 | 28
Nrf2 inh | -19% | ? | · | 5% | 14% | 13% | ? | 8%
Nrf2 ARE act | -0.4% | -1.0% | 4.1% | -0.6% | -0.1% | -0.7% | -0.5% | -0.1%
EPAC2 agonist | -5% | · | 5% | 9% | 2% | 4% | 0% | 0%
A549 viability | 1% | ? | · | 0% | 2% | 4% | -20% | 1%
TGFb SMAD3 inh | ? | 10µM* | -13% | -6% | 8% | 8% | -1% | 6%
CCT chaperon mod | -0.1 | · | 1.1 | 1.8 | 0.4 | -2.5 | -3.7 | -3.4
Mm-Cpn inhibitor | -1% | · | · | -16% | 2% | 0% | -5% | -3%
EPAC2 antagonist | -17% | · | 6% | 3% | 14% | -5% | -1% | 8%
Akt phos inh | i | · | i | i | i | i | i | i

[29] CCc1cccc(NC2c3ccccc3C(=O)N2c2cccnc2)c1 (stereo not drawn)
[30] Cc1ccc(-c2cc(C(=O)N3CCOCC3)c3cc(C)ccc3n2)cc1
[31] CCOC(=S)SCc1cn2ccc(C)cc2n1

assay / entry | 29 | 30 | 31
Nrf2 inh | -2% | 3% | 1%
Nrf2 ARE act | 0.5% | -0.2% | 28%
EPAC2 agonist | 7% | 12% | 0%
A549 viability | 5% | 0% | 7%
TGFb SMAD3 inh | -5% | ? | ?
CCT chaperon mod | -2.5 | 1.1 | 0.8
Mm-Cpn inhibitor | 2% | 1% | -1%
EPAC2 antagonist | -5% | -13% | -3%
Akt phos inh | i | i | i

# Assay outcomes (PubChem BioAssay)

# A portion of the library; rates above refer to the full screens.
